Screening results as filed in PubChem.
AmpC no deterg: AmpC beta-lactamase inhibition without detergent; 330,000 compounds, 0.52% hits; AID 485341; AmpC nitrocefin hydrolysis, absorbance 480 nm, 0.0001% Triton; Potency, µM (doses to about 57.1 µM), for the others: at the top dose activity change, negative = inhibition, hits mostly inhibitors; P00811;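 further: potency means the concentration at half of the fitted maximal effect; plate controls were no compound for no effect and no enzyme for full effect; nearly all actives have a fitted effect of over 20% in size; some results filed as inactive show a strong effect at the top dose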
Target sequence (P00811 whole entry, looked up): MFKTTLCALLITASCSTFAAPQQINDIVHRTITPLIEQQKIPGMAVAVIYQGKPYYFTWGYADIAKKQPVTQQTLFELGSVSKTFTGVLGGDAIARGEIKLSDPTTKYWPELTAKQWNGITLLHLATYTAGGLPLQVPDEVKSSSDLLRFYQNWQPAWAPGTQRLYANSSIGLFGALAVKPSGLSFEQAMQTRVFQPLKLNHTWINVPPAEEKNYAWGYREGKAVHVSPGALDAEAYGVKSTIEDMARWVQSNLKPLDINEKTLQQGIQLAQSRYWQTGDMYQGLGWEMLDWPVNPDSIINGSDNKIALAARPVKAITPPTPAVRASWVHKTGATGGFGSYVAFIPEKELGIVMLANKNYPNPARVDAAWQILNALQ
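20 mM phosphate pH 7.0 + 0.01% (detergent screen) or 0.0001% Triton X-100; 5.3 nM AmpC reagent; cpd preinc 15 min RT; nitrocefin (800 uM stock) to start; A480 q20 s × 4 min; Activity was normalised to no-enzyme and no-compound control wells.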
LmPK inhibitor: inhibitors of Leishmania mexicana pyruvate kinase; Potency, µM (series often up to 57.5 µM), without a hit: top-dose activity change, negative = inhibition, usual class: inhibitors; purified LmPK, Kinase-Glo ATP luminescence, 1 h; AID 1721; 290,000 compounds, 0.37% hits; further: potency means the concentration at half of the fitted maximal effect
Target sequence (Q27686 whole entry, looked up): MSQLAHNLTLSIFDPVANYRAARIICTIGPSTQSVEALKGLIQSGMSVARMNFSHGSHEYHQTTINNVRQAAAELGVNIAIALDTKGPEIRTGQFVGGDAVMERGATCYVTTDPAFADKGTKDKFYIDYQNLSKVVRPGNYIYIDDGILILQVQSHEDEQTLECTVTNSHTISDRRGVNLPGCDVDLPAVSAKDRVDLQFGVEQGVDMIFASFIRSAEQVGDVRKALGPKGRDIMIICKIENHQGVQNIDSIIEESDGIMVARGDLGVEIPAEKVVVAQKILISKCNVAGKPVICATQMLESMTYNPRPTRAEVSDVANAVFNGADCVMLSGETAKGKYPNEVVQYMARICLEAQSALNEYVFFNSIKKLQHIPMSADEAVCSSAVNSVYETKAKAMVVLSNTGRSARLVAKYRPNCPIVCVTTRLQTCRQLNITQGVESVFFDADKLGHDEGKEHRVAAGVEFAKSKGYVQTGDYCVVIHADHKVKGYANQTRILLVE
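0.1 nM LmPK, 0.5 mM PEP, 0.1 mM ADP; 50 mM imidazole pH 7.2, 7 mM MgCl2, 50 mM KCl; 1 h RT. Kinase-Glo luminescence readout, normalized to no-enzyme (full inhibition) and uninhibited wells.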
Tb PYK inh: T. brucei pyruvate kinase inhibition | TbPYK enzyme, Kinase-Glo Plus ATP luminescence, 45 min | Potency, µM (doses to about 76.8 µM), for inactives: at the highest dose activity, negative = inhibition, usual class: inhibitors | 410,000 compounds, 0.12% hits; further: potency means the concentration at half of the fitted maximal effect; nearly all actives have a fitted effect of over 50% in size
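T. brucei PYK with substrate was exposed to pin-transferred compounds across a concentration series, then started with 130 uM ADP (final). After 45 min at room temperature, Kinase-Glo Plus luminescence was read, normalized and curve-fitted.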
AMA1 RON2 block: disrupts binding of P. falciparum AMA1 to RON2. 360,000 compounds, 0.2% hits. AlphaScreen AMA1-biotinylated RON2 peptide binding. AID 720542. Potency, µM (series often up to 58.2 µM), for the others: at the highest dose activity change, negative = inhibition, actives largely listed as inhibitors;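 further: potency means the concentration at half of the fitted maximal effect; 0% = vehicle wells and -100% = peptide control; nearly all actives have a fitted effect of over 45% in size; some results filed as inactive show a strong effect at the top dose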
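AMA1 (3D7) with his tag at 25 nM final met compounds first, then biotinylated RON2 peptide at 25 nM; detection used donor plus acceptor beads, 10 µg/mL apiece, read by AlphaScreen after 30 min at room temperature.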
HCV inhibitor: inhibitors of hepatitis C virus infection; Huh7.5.1 HCVcc-Cre infection, luciferase reporter, 44 h; Potency, µM (top dose mostly 41.8 µM), for inactives: at the top dose activity change, negative = inhibition, hits mostly inhibitors; 340,000 compounds, 3.4% hits; AID 651820; further: potency means the concentration at half of the fitted maximal effect
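Antiviral activity was scored by luciferase reporter output from cells infected with HCVcc-Cre (~0.5 moi) in presence of compound, 44 h infection period, cells seeded 1,000/well 4 h prior.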
HCMV inh: blocks human cytomegalovirus replication; HFF cells, HCMV-luciferase reporter, 72 h; active compounds read low; activity change, negative = inhibition, % at 57.5 µM; 410,000 compounds, 4.5% hits; AID 1259415; in the data active means activity change below about -60%; inconclusive means no clear call, values can overlap the other calls; inactive means above about -39%
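Inhibition of viral replication was scored as loss of reporter luminescence in HFFs infected with HCMV-luciferase (MOI 1 PFU/cell) for 72 h; compounds tested at 2 doses, normalized to buffer and Salinomycin controls.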
AmpC detergent: AmpC beta-lactamase inhibition with detergent present; P00811; AmpC hydrolysis of nitrocefin, absorbance 480 nm, 0.01% Triton; Potency, µM (titrated, usually from 114 µM), for the others: top-dose activity change, negative = inhibition, hits mostly inhibitors; 370,000 compounds, 0.041% hits; AID 485294;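 further: potency means the concentration at half of the fitted maximal effect; 0% = no-compound wells and -100% = no-enzyme wells; nearly all actives have a fitted effect of over 25% in size; some results filed as inactive show a strong effect at the top dose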
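AmpC (5.3 nM in the dispensed reagent) in 20 mM phosphate pH 7.0 with 0.01% (detergent screen) or 0.0001% Triton X-100 was preincubated with compounds for 15 min at room temperature. Nitrocefin was then added from an 800 uM solution, and hydrolysis was followed at 480 nm.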
* = called active by the depositor; ? = inconclusive; · = no result given; & = joins results of further samples; [ ] = dose if it differs, or a comment. Unless noted, the call rests on the fitted dose curve; in most records, active means well fitted curve in the direction sought with a large enough effect; inconclusive means small, poorly fitted or top-dose-only effect, or another doubt; inactive means no such curve, though single readings can be large; an effect the other way counts as inactive or inconclusive. Unless noted, on the % scale 0 is the no-effect control and ±100 the full control effect.

structure | AmpC no deterg | LmPK inhibitor | Tb PYK inh | AMA1 RON2 block | HCV inhibitor | HCMV inh | AmpC detergent
COc1cc(OC)c(C(=O)OC(C)C(=O)Nc2cccc(C(F)(F)F)c2)cc1OC (stereo not drawn) | 58% | 3% | -18% | -19%[2.32 µM] | ? | -32 | -10%
C/C(=N\NS(=O)(=O)c1ccc(Br)cc1)c1ccc2c(c1)OCO2 | -45% | 0% | 0% | -4% | 10% | 25 | ?
COc1cccc(N2CC(NC(=O)c3ccc(S(=O)(=O)N4CCCCC4)cc3)CC2=O)c1 (stereo not drawn) | · | · | 0% | · | · | -12 | 3%
COCCn1c(SCC(=O)c2c[nH]c3ccccc23)nc2cc(C(=O)NC(C)C)ccc2c1=O | · | · | 1% | · | · | 24 | 3%
O=C(c1ccc(NS(=O)(=O)c2ccc3[nH]c(=O)[nH]c3c2)cc1)N1CCN(c2ccccc2O)CC1 | -39% | · | -2% | -4% | 12% | -9 | -4%
CCOC12NC(=O)CC(=O)N1C(c1ccccc1)=CS2 (stereo not drawn) | -14% | 0% | -1% | -10% | 19% | 37 | -1%
COC(=O)/C(=C/Nc1cccc2ccccc12)[N+](=O)[O-] | -19% | 27% | -10% | -4% | -13% | 21 | 10%
COCCNC(=O)c1nn2c(C(F)(F)F)cc(-c3ccccc3)nc2c1Br | · | · | 1% | -4% | · | 56 | ·
O=C(NCc1ccc2c(c1)OCO2)Nc1ccc(Cl)cc1 | -37% | -7% | -3% | 6% | -7% | -1 | 7%
O=C(Nc1ccccn1)C1(c2ccccc2)CCCC1 | -6% | 0% | -7% | 5% | 6% | 4 | 7%

One compound at a time (already shown). Values in the order: AmpC no deterg	LmPK inhibitor	Tb PYK inh	AMA1 RON2 block	HCV inhibitor	HCMV inh	AmpC detergent
COCCn1c(SCC(=O)c2c[nH]c3ccccc23)nc2cc(C(=O)NC(C)C)ccc2c1=O in the list: ·	·	1%	·	·	24	3%
O=C(NCc1ccc2c(c1)OCO2)Nc1ccc(Cl)cc1 in the list: -37%	-7%	-3%	6%	-7%	-1	7%

(cont.)
structure | AmpC no deterg | LmPK inhibitor | Tb PYK inh | AMA1 RON2 block | HCV inhibitor | HCMV inh | AmpC detergent
COc1ccc(N=Nc2cc(-c3ccccc3)ccc2O)cc1 | -31% | 4% | -9% | ? | ? | -15 | 4%
CCN(C(=O)CSc1nc2ccccc2n1CC(=O)N(C)C1CCCCC1)c1ccccc1 | · | · | 1% | · | · | -9 | -4%
Cc1ccc(S(=O)(=O)N2CCN(Cc3ccsc3)CC2)cc1 | -9% | -5% | 1% | -2% | 8% | -34 | -5%
COc1ccc(CNC(=O)c2cc3c(-c4ccc(Cl)cc4)nn(C)c3s2)cc1 | · | · | -6% | · | · | 47 | 2%
CCOC(=O)C1CCN(C(c2ccccc2OC)c2c(O)cc(C)n(CCOC)c2=O)CC1 (stereo not drawn) | · | · | -12% | · | · | 5 | 2%
O=C(NCc1cccc(F)c1)C1CCN(c2nn3cc(-c4ccc(F)cc4)nc3s2)CC1 | · | · | 4%[15.4 µM] | · | · | 0 | 0%
COc1ccc2oc(C(=O)OCC(=O)N(C)Cc3ccccc3)c(C)c2c1 | 23% | · | 0% | -13% | ? | -35 | ?
COC(=O)c1ccc(C(=O)OC)c(NC(=O)CN(c2ccccc2)S(=O)(=O)N(C)C)c1 | 100%[activator] | 10% | -3%&4% | 5% | -7% | -22&3 | 7%&5%
CC1(O)C(c2ccccc2)=Nc2ccccc21 (stereo not drawn) | · | · | -13% | -5% | · | 131 | ·
COc1cccc(NS(=O)(=O)c2ccc3[nH]c4c(c3c2)CCCCCC4)c1 | · | · | -1% | · | · | 3 | 20%
Cc1ccc(C)n1-c1ccc(C(=O)NCc2cccnc2)cc1 | -14%[11.4 µM] | 1% | · | · | · | · | ?
COc1ccc(C(C)C)cc1-c1cccc2nncn12 | · | · | -3% | 33% | · | -18 | ·
Cc1cccc(-c2nnc(NC(=O)c3ccco3)s2)c1 | -22% | -8% | -4% | 8% | 13% | 108 | 0%
COc1ccccc1/C=N/NC(=O)c1ccc(NC(=O)c2cccc([N+](=O)[O-])c2)cc1 | -40% | -11% | · | · | · | · | 16%
COc1ccc(S(=O)(=O)n2nc(OC(=O)c3ccco3)cc2N)cc1 | -22% | -1% | -1% | -16% | 12% | 58 | 0%
O=C(O)c1cccc(NC(=O)c2ccc3c(c2)C(=O)N(Cc2ccco2)C3=O)c1 | -15% | 0% | -3% | -7% | 5% | -5 | 4%
CC1CCN(C(=O)c2ccc(N(C)S(C)(=O)=O)cc2)CC1 | -7% | 0% | 7% | -7% | 15% | -17 | 0%
CCOC(=O)c1c(C)n(C)c2ccc(O)c(CN(C)C)c12 | -19% | 1% | -9% | -2% | -19% | ? | -7%
CCN(CC)c1ccc(NC(=O)c2ccccc2)cc1S(=O)(=O)Nc1ccccc1OC | -52% | 0% | ? | -14% | ? | -25 | 8%
CCOn1c(=O)c(-c2ccccc2)[n+]([O-])c2ccccc21 | -19% | -6% | 1% | -13% | 5% | -17 | -12%
CCOC(=O)CSc1nnc(-c2ccoc2C)n1-c1ccc(OCC)cc1 | 59% | 4% | -4% | -29% | 5% | 5 | ?
COc1ccc(CC(NC(C)=O)C(=O)NC2CCN(S(=O)(=O)c3ccc(NC(C)=O)cc3)CC2)cc1 (stereo not drawn) | 18% | -6% | 0% | 6% | -7% | -3 | 3%
Cc1ccc(C)c(CN2C(=O)C(=O)c3ccccc32)c1 | · | · | -2% | · | · | -1 | 3%
O=C(NCCCc1ccccc1)C1CC(=O)N(c2ccc3c(c2)OCCO3)C1 (stereo not drawn) | -5% | 6% | 3% | -5% | 0% | -32 | -5%
CCCn1nc(NC(=O)c2ccco2)c2cc3ccccc3nc21 | -4%[2.29 µM] | 0% | 2% | 23% | 35µM* | 4 | ?
CCN(c1ccccc1)c1cc(C)nc2nc(C)nn12 | -15% | 0% | 3% | 15% | -1% | 12 | 0%
COc1ccc(NC(=O)NC(C)c2ccccc2)cc1 (stereo not drawn) | -13% | -6% | 2% | -6% | 0% | -38 | 4%
CCC(C)NC(=O)CS(=O)Cc1nc(-c2cccc(C)c2)oc1C (stereo not drawn) | 45% | 6% | -9% | -3% | -9% | -12 | -6%
O=C(/C=C/c1cccc(O)c1)c1ccc(N2CCOCC2)cc1 | -40% | -5% | -3% | 0% | -26% | 29 | -4%
COc1c(S(=O)(=O)Nc2cccnc2)ccc(Cl)c1Cl | -25% | 3% | -4% | -2% | 10% | 1 | 1%
CCOc1ccccc1Nc1sc(C(=O)c2ccccc2)c(N)c1S(=O)(=O)c1ccc(C)cc1 | · | · | -3% | · | · | 15 | 3%
Cc1ccc(CNC(=O)C(=O)NCCC2CCCCN2S(=O)(=O)c2ccc(C)cc2)cc1 (stereo not drawn) | -12% | · | -1% | 14% | ? | -29 | 0%
CCCCCc1ccc(OCCCC[n+]2cccc(C)c2)c(CCCCC)c1 | -24% | 0% | 3% | -23% | ? | -102* | -1%
Cc1cc(C(=O)Nc2ncc(C)s2)c2ccccc2n1 | -9%[11.4 µM] | 8% | 0% | 32%[activator] | -10% | 7 | ?
CC(C)NC(=O)C1(C)CCN1C(=O)c1ccc2c(c1)OCO2 (stereo not drawn) | · | · | 6% | 0% | · | -20 | ·
CCN1C(=O)[C@@H]2Cc3c([nH]c4ccccc34)C(c3cc(OC)c(OC)c(OC)c3)N2C1=S (stereo partly drawn) | 49% | 4% | 0% | -3% | ? | 49 | 4%
CCc1nc(SCC(=O)OC(C)C)c2ccccc2n1 | 18% | -2% | 3% | 17% | -6% | ? | 0%
N#Cc1cc(Oc2ccccc2)c(-n2nnc3ccccc32)cc1C#N | -8% | 3% | 3% | 1% | 10% | 20 | ?
COc1ccccc1-n1c(C)cc(SC)c(C(C)=O)c1=S | -14% | 3% | 3% | -2% | -6% | 35 | 6%
CCn1nc(-c2ccccc2)c(-c2ccccc2)c(C(=O)Nc2ccc(NC(C)=O)cc2)c1=O | · | · | 1% | · | · | -3 | 14%
COc1ccccc1N1CCN(Cc2cccc(Br)c2)CC1 | 6% | -3% | 10% | ? | ? | 9 | -16%
COc1ccc2[nH]c(=O)c(CN(Cc3cccs3)C(=S)Nc3ccccc3)cc2c1 | -25% | 0% | · | · | 0% | · | 1%
C#CCN(C[C@@H]1[C@@H](OC(=O)NC2CC2)[C@@H](OC(=O)NC2CC2)CN(C(=O)OC(C)C)N1C(=O)OC(C)C)S(=O)(=O)c1ccc(C)cc1 | · | · | -4% | 2% | · | 2 | ·
O=C(NC(=S)NCC1CCCO1)c1cccc([N+](=O)[O-])c1 (stereo not drawn) | -7% | 1% | -14% | -6% | 4% | 39 | 5%
CCOC(=O)c1c(Oc2ccc(OC)cc2)nnc(-c2ccccc2)c1-c1ccccc1 | · | · | 3% | · | · | -17 | 19%
CN(CC(=O)Nc1ccc(N2CCOCC2)cc1)C(=O)c1cc(S(=O)(=O)N(C)C)ccc1Cl | 10% | -7% | 9% | -14% | 13% | 47 | -7%
COc1ccc(NC(=O)C2CC(=O)N(C)C(=Nc3ccc4c(c3)OCO4)S2)cc1 (stereo not drawn) | 18% | 1% | -6% | -4% | 8% | -21 | -6%
COc1ccccc1NC(=O)CSc1nc2sc(C)c(C)c2c(=O)n1Cc1ccco1 | -39% | -3% | -7% | -13% | -18% | -33 | -1%
C[N+](C)(CC#Cc1ccccc1)CC(=O)c1ccccc1 | -5% | -3% | -8% | -5% | -1% | -11 | ?
COc1ccccc1N1CCN(C(=O)CCC(=O)N2CCN(c3ccccc3OC)CC2)CC1 | 136%[activator] | 7% | 1% | -7% | -12% | -16 | -10%

Continuation.
structure | AmpC no deterg | LmPK inhibitor | Tb PYK inh | AMA1 RON2 block | HCV inhibitor | HCMV inh | AmpC detergent
Cn1c(=O)oc2cc(S(=O)(=O)N3CCCC(C(=O)NCCc4ccc(Cl)cc4)C3)ccc21 (stereo not drawn) | · | · | 1% | · | · | -19 | 5%
CC(C)NC(=O)C1(C)CCCCN1Cc1ccc(OCc2ccccc2)cc1 (stereo not drawn) | · | · | 4% | 0% | · | ? | ·
Cc1ccc(N(C(=O)c2ccc(Br)o2)C2C=CS(=O)(=O)C2)cc1 (stereo not drawn) | -18% | 10% | -4% | -2% | -7% | 58 | ?
CC1CCC(NC(=O)c2ccc(NC(=O)CC3SC(N4CCCC4)=NC3=O)cc2)CC1 (stereo not drawn) | -49% | · | -11% | 8% | ? | 11 | 3%
